Cardiac RTF inh: cardiac RTF calcium sensitivity inhibitors, primary screen, biochemical, IANBD-TnC fluorescence, EC70 calcium. Troponin I, cardiac muscle (Homo sapiens) + Troponin T, cardiac muscle (Homo sapiens) + …. 0.12% of 340,000 active. inhibition, % at 7.15 µM. IANBD-labeled cardiac RTF, Ca2+ fluorescence;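 active = inhibition above the mean inhibition of all tested compounds plus 3 SD, cut at about 17% in these data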;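 also: assay run at fixed EC70 calcium of 1.6 mM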
CAL PDZ FP: untagged CAL PDZ binding inhibitors, primary screen, biochemical, fluorescence polarization, HTS. Golgi-associated PDZ and coiled-coil motif-containing protein (Homo sapiens), Q9HD26. inhibition, % at 24.9 µM. 0.92% of 300,000 active. purified CAL PDZ, TMR-peptide fluorescence polarization, 1 h;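 active = mean inhibition of at least 30% with at least half of replicates also reaching 30%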;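 also: 0% = DMSO neutral control and 100% = excess unlabeled competitor peptide PRC23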
MOR-DOR ag: agonists of OPRM1-OPRD1 heterodimerization, primary screen, cell-based, luminescence; Mu-type opioid receptor (Homo sapiens) + Delta-type opioid receptor (Homo sapiens), …; cells; activation, % at 9.3 µM; 0.3% of 340,000 active; AID 504326, 2011; in the data active = activation above about 18%;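 also: 0% = vehicle-treated cells and 100% = reference agonist; values of inactives mirror those of a sister screen read the other way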
V-ATPase pHluor: regulators of yeast V-ATPase proton pumping, primary screen, pHLuorin cytosolic pH fluorescence; AID 504577, 2011; 0.37% of 350,000 active; S. cerevisiae; response, % at 10 µM; in the data active = response mostly above about 7.3%, no sharp cut-off; inactive = mostly below about 5.4%; also: actives read high; inactives centre near 0; some compounds called inactive have numbers as strong as hits; reference of the scale not given here
cardiac RTF act: cardiac RTF calcium sensitivity activators, primary screen, biochemical, IANBD-TnC fluorescence, EC20 calcium. activation, % at 7.2 µM. 0.24% of 340,000 active. IANBD-labeled TnC RTF fluorescence at EC20 calcium; 0% EC20 calcium, 100% full calcium. Troponin I, cardiac muscle (Homo sapiens) + Troponin T, cardiac muscle (Homo sapiens) + …. AID 493008, 2010;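 active = activation above the mean over all tested compounds plus 3 SD, cut at about 30% in these data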;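 also: rise in fluorescence read as greater calcium sensitivity of cardiac thin filaments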
HTR5A ag: HTR5A agonists in luminescence cell assay, primary screen, counter-screen for OPRM1-OPRD1 heterodimer agonist project, full-deck HTS; 5-hydroxytryptamine receptor 5A (Homo sapiens), P47898; cell-based; activation, % at 9.3 µM; 0.61% of 340,000 active; in the data active = activation mostly above about 9.5%, no sharp cut-off; inactive = mostly below about 7.6%;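 also: 0% = cells with vehicle only and 100% = reference agonist; strong numbers were not always called active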
Target sequence (P47898 whole entry, looked up): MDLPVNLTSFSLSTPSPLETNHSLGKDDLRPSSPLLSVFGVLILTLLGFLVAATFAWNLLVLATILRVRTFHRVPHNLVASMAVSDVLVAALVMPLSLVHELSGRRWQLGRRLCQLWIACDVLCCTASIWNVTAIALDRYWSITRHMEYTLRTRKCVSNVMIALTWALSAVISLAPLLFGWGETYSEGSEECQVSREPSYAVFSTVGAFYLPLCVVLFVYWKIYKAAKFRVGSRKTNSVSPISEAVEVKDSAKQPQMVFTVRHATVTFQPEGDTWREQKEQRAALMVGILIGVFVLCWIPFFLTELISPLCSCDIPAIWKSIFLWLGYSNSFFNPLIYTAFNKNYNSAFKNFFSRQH
C-LANA FP: inhibitors of KSHV C-LANA binding to DNA, primary screen, biochemical, fluorescence polarization, FAM-LBS DNA, MBP-C-LANA, single point. 0.078% of 340,000 active. AID 504423, 2011. inhibition, % at 9 µM. Kaposi's sarcoma herpesvirus LANA C-terminal domain (residues 932-1162) DNA binding;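 active = highest replicate inhibition at or above 60% at 9 µM, even if other replicates fall short; inactive = all replicates below 60% inhibition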;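 also: 0% = neutral control wells and 100% = 4 µM acridine orange control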
OPRM1-OPRD1 inv: inverse agonists of MOR-DOR heterodimerization, primary screen, cell-based, luminescence | inhibition, % at 9.3 µM | cell-based MOR-DOR heterodimer luminescence, inverse agonism | Mu-type opioid receptor (Homo sapiens) + Delta-type opioid receptor (Homo sapiens), … | AID 504357, 2011 | 0.21% of 340,000 active; in the data active = inhibition above about 22%, passing the limit was not always enough;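 also: 0% = cells with DMSO and 100% = wells without cells with DMSO; values of inactives mirror those of a sister screen read the other way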
Keap1-Nrf2 PPI: Keap1-Nrf2 protein-protein interaction inhibitors, primary screen, biochemical, fluorescence polarization, single point. Keap1 Kelch-Nrf2 peptide fluorescence polarization, 1536-well. inhibition, % at 9.4 µM. 0.15% of 340,000 active. AID 504523, 2011; in the data active = inhibition above about 12%;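 also: human Keap1 Kelch domain with fluorescein labeled Nrf2 9mer peptide probe; 0% = neutral control wells and 100% = peptide positive control; higher means more block of Keap1 binding to Nrf2 peptide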
Target sequence (Q14145 whole entry, looked up, the tested form may be a part): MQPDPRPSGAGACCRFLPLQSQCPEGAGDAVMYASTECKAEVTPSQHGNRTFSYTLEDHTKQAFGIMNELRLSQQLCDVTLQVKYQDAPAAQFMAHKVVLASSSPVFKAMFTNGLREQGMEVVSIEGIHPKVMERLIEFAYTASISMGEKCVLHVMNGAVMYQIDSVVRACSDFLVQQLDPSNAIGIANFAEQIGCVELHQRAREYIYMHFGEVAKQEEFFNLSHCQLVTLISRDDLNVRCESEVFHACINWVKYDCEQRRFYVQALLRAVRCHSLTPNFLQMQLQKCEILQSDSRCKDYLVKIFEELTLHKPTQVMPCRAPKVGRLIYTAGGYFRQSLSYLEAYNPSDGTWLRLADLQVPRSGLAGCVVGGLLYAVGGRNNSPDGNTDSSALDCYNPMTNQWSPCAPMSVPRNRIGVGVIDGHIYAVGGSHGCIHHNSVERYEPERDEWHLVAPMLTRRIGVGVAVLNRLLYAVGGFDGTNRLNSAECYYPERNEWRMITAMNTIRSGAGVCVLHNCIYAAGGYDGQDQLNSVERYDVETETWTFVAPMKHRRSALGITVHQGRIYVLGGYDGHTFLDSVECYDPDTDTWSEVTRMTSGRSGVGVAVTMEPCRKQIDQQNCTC
HTR5A inv ctr: HTR5A inverse agonists in luminescence cell assay, primary screen, counter-screen for OPRM1-OPRD1 heterodimer inverse agonist project, full-deck HTS; 5-hydroxytryptamine receptor 5A (Homo sapiens), P47898; HTR5A cell line, inverse agonism; inhibition, % at 9.3 µM; 0.083% of 340,000 active; in the data active = inhibition mostly above about 23%, no sharp cut-off; inactive = mostly below about 18%;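 also: 0% = cells with DMSO and 100% = no-cell wells with DMSO; some compounds called inactive have numbers as strong as hits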
The depositor's hits bear a star; i = inactive; nt = no result given.

Structure,OPRM1-OPRD1 inv,MOR-DOR ag,HTR5A ag,CAL PDZ FP,cardiac RTF act,C-LANA FP,HTR5A inv ctr,Cardiac RTF inh,Keap1-Nrf2 PPI,V-ATPase pHluor
O=C1NC(=O)C(c2cn(-c3ccccc3)nc2-c2ccc(F)cc2)N1 (configuration not stated),0,-0.1,2,3,1,-0.2,5,-1,-2,2
CCOC(=O)C1(CC2CCCCO2)CCN(Cc2cc3ccccc3[nH]2)CC1 (configuration not stated),i,307*,4,-2,-2,0.2,-9,0,-5,-1
COc1ccccc1C(=O)COC(=O)CCN=C1NS(=O)(=O)c2ccccc21,9,-1.4,2,-2,-4,-1.6,-6,2,-2,1
CCN(CC)S(=O)(=O)c1ccc2c(c1)nc(SCC(=O)NC1CC1)n2-c1ccccc1OC,14,-2.5,9,0,-2,0.6,-26,-1,2,-4
COC(=O)c1c(-c2snnc2C)n[nH]c1C,10,-1.8,2,-4,6,0.7,13,-5,2,-4
CCN(Cc1ccc(NC(C)=O)cc1)CC1CCCN(CCc2cccc(OC)c2)C1 (configuration not stated),-7,1.4,-1,-5,-4,-1.5,5,-2,-3,-1
Cc1nc2c(sc3nc(N4CCOCC4)c4c(c32)CC(C)(C)OC4)c(-c2ccc(Cl)cc2)c1C(=O)O,-7,1.4,5,-2,2,0.2,-3,-6,4,3
Cc1cc(NC(=O)CSc2nc(=O)n3cc(Cl)ccc3n2)no1,9,-1.4,1,nt,2,2.5,-2,1,0,4
COc1ccc(CCNC(=O)CCOc2ccc(C(C)(C)C)cc2)cc1OC,-5,0.9,-4,nt,0,1.6,3,-2,-7,-1
Cc1ccc(NC(=S)N(CCCN2CCOCC2)Cc2ccco2)cc1C,3,-0.7,0,-5,-5,-1.3,-11,-7,-5,7
O=C(Nc1ccc2oc(-c3ccccc3)nc2c1)c1cc(-n2cnnc2)ccc1Cl,5,-1.0,2,-4,4,0.8,-32,-16,-4,-2
CC(=O)Nc1ccc(N2CCOCC2)c([N+](=O)[O-])c1,15,-2.6,2,-5,4,0.3,-6,-9,-4,-1
CCC1(CC)Cc2ccccc2C(CC(=O)N2CCOCC2)=N1,-1,0.1,-2,-6,11,2.1,4,14,-14,5
COc1cc2c(cc1OC)-c1nnc(C)n1C1(CCCC1)C2,13,-2.5,5,11,-8,-0.6,-14,-3,-1,-2
CC1=C(C(=O)OC2CCCCC2)C(c2ccc(F)cc2)NC(=O)N1 (configuration not stated),-4,0.9,0,-7,-5,-0.9,1,-4,3,3
CO/N=C/CC(=O)c1cnc(-c2ccccc2)s1,15,-3.0,-1,1,3,-1.3,-22,1,-2,-2
CS(=O)(=O)N(Cc1ccc(C(=O)N2CCc3ccccc3C2)cc1)c1ccccc1,10,-1.7,0,4,-3,-0.9,0,1,-4,2
Cc1ccc(C(=O)N/N=C\c2ccc(OC(=O)c3cccc(F)c3)cc2)cn1,7,-0.9,-1,nt,-2,-1.4,3,9,0,-3
CC(=O)C1=C(C)NC(SCC(N)=O)=C(C#N)C1c1sccc1C (configuration not stated),6,-1.0,-2,-25,7,1.1,-3,-10,-9,-4
COc1ccc(N2C(=O)CCC(C(=O)N3CCN(c4ccccn4)CC3)C2c2ccc(F)cc2)cc1 (configuration not stated),8,-1.6,-4,-2,-2,-1.0,-11,-7,-1,-3
CC(C)CN1C(=O)c2ccc(C(=O)Nc3ccncc3)cc2C1=O,-7,1.3,3,-2,-2,-0.3,2,-3,-1,6
O=C(O)CCc1ccc(S(=O)(=O)Nc2ccccc2C(=O)NCCc2ccccc2)cc1,21,-3.9,4,6,-5,0.2,-5,-15,3,5
N#Cc1c(C(F)(F)F)cc(-c2cccs2)nc1SCc1ccc(Cl)nc1,3,-0.6,-1,1,2,-1.6,20,-13,0,1
CCOc1ccc(N2C(=O)CC(SCc3nc4ccccc4[nH]3)C2=O)cc1 (configuration not stated),-2,0.4,-5,-3,21,-0.4,-12,-9,-1,3
Cc1ccc(S(=O)(=O)N2CCOCC2)cc1N/N=C(\C#N)c1nc2ccccc2[nH]1,7,-1.6,1,2,-2,0.4,-24,-2,4,1
CC1CC(C)CN(C(=O)c2cccc(S(=O)(=O)N(C)c3ccccc3)c2)C1 (configuration not stated),-2,0.4,3,-4,-4,0.5,-9,12,-1,2
CCCNC(=O)c1ccc(C2SCC(=O)N2Cc2ccccc2)cc1 (configuration not stated),-3,0.4,-3,1,1,0.8,8,-4,-3,-1
Cc1nn(C)c(C)c1S(=O)(=O)N(CC(=O)Nc1ccc2c(c1)OCO2)c1ccc(C(C)C)cc1,15,-2.8,9,nt,-6,0.7,-26,0,1,-1
COC(=O)c1ccc2nc(Nc3nc4c(F)cc(F)cc4s3)sc2c1,-3,0.6,-3,-4,4,0.5,-23,2,-5,2
CCCN1CCC(=O)N([C@H](COc2ccccc2)Cc2ccccc2)CC1,3,-0.5,3,-3,12,-0.9,-1,-1,-11,-1
CC(C)C[C@@]12C(=O)N(c3cccc(F)c3)C(=O)N1[C@H](c1ccc(Br)cc1)[C@@H]1C(=O)N(C(C)(C)C)C(=O)[C@@H]12,-16,2.9,4,-3,-4,-1.3,-2,-2,0,2
COc1ccc(CCNC(=O)CCC(=O)Nc2ccccc2[N+](=O)[O-])cc1OC,19,-3.9,2,-2,-4,-0.5,-7,-11,-4,0
Cc1c(C)n(C)c2ccc(C(=O)NCCCN3CCN(c4ccc(F)cc4)CC3)cc12,12,-2.3,-4,-3,-3,3.5,-6,4,-5,-2
COc1ccc(S(=O)(=O)N(CC(=O)NC(C)C)Cc2ccccc2)cc1,-3,0.5,-2,1,4,0.5,-27,0,-3,-2
O=S(=O)(Nc1ccccc1Cl)c1ccc2[nH]c(=S)oc2c1,4,-0.9,4,nt,-2,-0.8,-10,-2,4,-3
CNc1c([N+](=O)[O-])ncn1C,14,-3.3,-4,-3,-3,1.9,9,-12,4,4
O=C(Nc1ccncc1)c1ccc(S(=O)(=O)Nc2ccccc2)cc1,-10,2.0,0,-1,-3,-0.1,17,-8,-2,-4
Cc1sc2nc(-c3ccccn3)[nH]c(=O)c2c1-c1ccccc1,-6,1.2,4,nt,-6,-1.1,0,-1,0,1
COc1ccc(C2NC(=O)c3sc(=S)n(-c4ccccc4)c3N2)cc1 (configuration not stated),13,-2.2,-4,0,-5,-0.7,8,5,-3,-2
CC(C)(C)NC(=O)CSc1nc2scc(-c3ccccc3)c2c(=O)[nH]1,1,-0.2,0,-7,3,-1.7,-9,-25,-2,-3
CCOc1ccc(NC(=O)CN(C)C(=O)Cn2c(=O)cnc3ccccc32)cc1OCC,-1,0.2,-1,1,-1,-0.6,4,-10,-1,3
O=C(NCCCO)/C(=C/c1ccco1)NC(=O)c1ccc(Br)o1,12,-2.3,5,-1,2,-1.3,-13,-14,4,16
COC(=O)Nc1nnc(CC(=O)Nc2ccccc2C)s1,16,-2.8,-1,-5,10,0.2,-15,-1,-7,7
COCCn1c(Cc2ccccc2)nnc1SCC(=O)Nc1oc(C)c2c(C)n[nH]c(=O)c12,-7,1.0,3,-3,3,2.6,11,-9,1,-2
Cc1ccc(NCc2nnc(SCC(=O)N3CCCc4ccccc43)o2)c(C)c1,-13,2.3,-1,-3,4,-0.4,-8,-11,4,-3
CC(=O)c1cc(C#N)c(SCC(=O)OC(C)C)nc1C,9,-1.6,0,-1,6,1.2,20,-2,-7,3
Cc1ccc(SCC(=O)NCc2cccnc2)cc1,15,-2.8,-1,-2,-1,-1.8,0,0,-4,-12
CCc1c(C(=O)OCc2ccccc2)[nH]c(C)c1C,-20,3.8,-2,-3,4,1.4,-8,8,-3,-2
CCCCN(CC)CCNC(=O)c1cc2c(=O)n(C)c3ccccc3c2s1,12,-2.3,5,-3,3,-6.2,-17,-4,0,0
COc1cccc(CN2CCCCC2C(=O)O)c1 (configuration not stated),-2,0.4,4,-7,4,1.2,-10,-7,4,2
Cc1ccc(NS(=O)(=O)c2ccc3c(c2)CCC(=O)N3)cc1,-1,0.1,0,-2,-2,0.6,1,-7,-7,-2
COC(=O)Cn1ncn2c(cc3oc(C)cc32)c1=O,14,-2.3,-3,-2,6,-0.3,1,-10,0,nt
Cc1ccc2c(c1)N(C(=O)CCC(=O)Nc1ccccc1Cl)CC(C)O2 (configuration not stated),12,-2.2,2,nt,8,1.1,-19,4,-6,2
Cc1cc(N2CCN(c3ccc(C(F)(F)F)cc3[N+](=O)[O-])CC2)c2ccccc2n1,10,-2.0,1,1,-3,0.8,-11,-1,-2,-4
O=C(O)CCc1ccc(-c2ccc(F)cc2)n1CCC(=O)O,-3,0.5,-2,-2,3,3.9,5,14,-4,-1
O=C1NC(=S)S/C1=C/c1ccc(Oc2cnccn2)cc1,16,-3.2,3,-4,11,-1.3,18,-4,1,-1

Next compounds follow:
Structure,OPRM1-OPRD1 inv,MOR-DOR ag,HTR5A ag,CAL PDZ FP,cardiac RTF act,C-LANA FP,HTR5A inv ctr,Cardiac RTF inh,Keap1-Nrf2 PPI,V-ATPase pHluor
Cc1noc(C)c1NC(=O)N(C)C[C@H]1Oc2ccc(NC(=O)NC(C)C)cc2C(=O)N([C@H](C)CO)C[C@@H]1C,14,-2.4,-1,0,5,4.2,2,6,-4,2
Cc1nc(-c2ccc(-n3nncc3-c3ccco3)cc2)cs1,10,-1.9,6,-6,0,-3.5,-18,8,-8,-2
CC(C)c1ccc(-c2nnc(SCC(=O)NC3CC3)n2C)cc1,18,-3.4,-2,0,2,-0.6,-15,5,-2,2
COC(=O)c1ccc(CC(=O)c2c(C)cc(O)cc2O)o1,4,-0.7,0,-3,3,0.8,21,-2,-7,5
Cc1cccc(NC(=O)CSCC(=O)Nc2cccc3ncccc23)c1,18,-3.7,3,2,6,1.0,16,-42,0,-7
O=C(Cn1nnc(-c2ccccc2)n1)N/N=C/c1cc([N+](=O)[O-])c(Cl)cc1Cl,-14,2.0,-1,2,-6,-0.9,2,9,1,4
O=C(NN=C(c1ccccc1)c1ccccn1)c1ccccc1,6,-1.4,1,0,2,-0.4,-5,0,-1,8
C/C(=C/c1ccccc1)C(=O)N1CCN(c2ccccc2)CC1,2,-0.4,4,-6,9,1.8,-12,-5,2,2
CC(=O)NC(CCS(C)(=O)=O)C(=O)Nc1ccc(Cl)c(Cl)c1 (configuration not stated),7,-1.1,-2,-1,2,0.6,3,-6,3,0

Compounds as they come. About 2.8% of those tested had a hit in this group.
